Screening data (PubChem)
KRASV12 cytotoxicity: viability loss of HPDE-C7K cells – cell-based, fluorescence, HTS, primary screen (AID 431); cytotoxicity, % at 10 µM; hits with a dose series show EC50 in µM; HPDE-C7K KRASV12 cells, Alamar Blue viability, 48 h; higher % means a stronger effect; 63,000 compounds, 1.7% hits;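 active = compounds whose percent cytotoxicity in the single-dose primary screen, scaled between solvent and toxic-drug controls, exceeds 50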;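 also: 0% = DMSO solvent wells and 100% = doxorubicin-treated wells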
Spn MK inh: blocks S. pneumoniae mevalonate kinase | purified MK, PK/LDH-coupled NADH absorbance 340 nm | inhibition, % at 10 µM | 65,000 compounds, 0.48% hits | AID 555;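 active = ranked among the strongest by inhibition in the single 10 µM screen, a fixed top-ranked set picked for dose follow-up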; also: no value below 0 was filed
Spn DPM-DC inh: blocks S. pneumoniae diphosphomevalonate decarboxylase; purified DPM-DC, PK/LDH coupled NADH fluorescence; calls only at 10 µM; 65,000 compounds, 0.49% hits; AID 556;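 active = the 320 compounds with the highest percent inhibition in the single-dose primary screen, excluding strongly autofluorescent ones, cut at about 32% in these data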;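 also: kinetic rate of NADH fluorescence loss reporting ADP formed by the decarboxylase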
LYP phosphatase: LYP phosphatase inhibitors, primary screen, biochemical, DiFMUP fluorescence, recombinant catalytic domain, 10 µM (AID 606); recombinant LYP catalytic domain, DiFMUP fluorescence; higher % means a stronger effect; inhibition, % at 10 µM; hits with a dose series show IC50 in µM; 52,000 tested, under 10 active;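 active = IC50 under 40 µM in the dose-response test; inactive = IC50 of 40 µM or more, or never dose-tested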
HPDE-C7 viability: cytotoxicity in HPDE-C7 cells, cell-based, fluorescence, HTS (AID 430); one-dose cytotoxicity, % at 10 µM; EC50 in µM for titrated hits; HPDE-C7 pancreatic duct cells viability, fluorescence; higher % means a stronger effect; 63,000 compounds, 1.8% hits;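 also: cells exposed to compound for 48 hours before viability readout; 0% = vehicle and 100% = reference cytotoxic drug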
PMK inhibit: S. pneumoniae PMK inhibition | 65,000 compounds, 0.49% hits | AID 539 | purified PMK, PK/LDH-coupled NADH absorbance 340 nm | inhibition, % at 10 µM;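 active = top-ranked compounds by inhibition in the single 10 µM screen, taking a fixed number of the strongest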;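 also: 0% = full reaction with DMSO carrier and 100% = background rate without enzyme reaction; no value below 0 was filed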
TNAP inhibition: human TNAP enzyme inhibitors, biochemical, luminescent (AID 518); inhibition, % at 20 µM, or IC50 in µM where a hit was titrated; 64,000 compounds, 0.09% hits; purified TNAP enzyme, luminescent substrate readout; higher % means a stronger effect; in the data active = a potency from the dose series; inactive = the rest, 99 in 100 with inhibition below about 22%;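 also: plate controls were vehicle for no effect and reference inhibitor for full effect; many of its hits are not listed in these tables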
Bfl-1 displacement: displacement of Bid BH3 peptide from Bfl-1 – biochemical, fluorescence polarization, FITC-Bid, mouse, primary screen (AID 432). FITC-Bid BH3 peptide fluorescence polarization displacement; higher % means a stronger effect. displacement, % at 20 µM; hits with a dose series show IC50 in µM. 64,000 compounds, 0.02% hits; in the data active = a potency from the dose series; inactive = the rest, 99 in 100 with displacement below about 15%; also: strong numbers were not always called active
HT1080 cytotoxicity: cytotoxicity in HT1080 fibrosarcoma cells, cell-based, fluorescence readout (AID 620); 87,000 compounds, 0.42% hits; one-dose cytotoxicity, % at 10 µM; EC50 in µM for titrated hits; HT1080 viability, fluorescence; higher % means a stronger effect;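 also: cells exposed to compound overnight then 4 h with Alamar Blue; 0% = vehicle DMSO and 100% = killing control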
PMK inhibit pilot replicates: also measured in PMK inhibit; calls as there; inhibition, %; measured here: pilot screen replicates
Spn MK inh pilot replicates: also measured in Spn MK inh; calls as there; inhibition, %; measured here: pilot screen replicates
Spn DPM-DC inh pilot screen %: recorded beside Spn DPM-DC inh, whose call it bears; inhibition, %; measured here: pilot screen trials
* hit, by the source's call; i = inactive; . = not tested or not shown. Rule as the data show it, unless noted: active = cytotoxicity above about 50%; inactive = the rest.

SMILES	KRASV12 cytotoxicity	Spn MK inh	Spn DPM-DC inh	LYP phosphatase	HPDE-C7 viability	PMK inhibit	TNAP inhibition	Bfl-1 displacement	HT1080 cytotoxicity	others
CC(c1ccco1)N(Cc1ccco1)C(=O)Nc1ccccc1 (stereo unspecified)	6%	0	i	8%	-5%	15	16%	1%	0%	PMK inhibit pilot replicates=3.0;Spn MK inh pilot replicates=0.5;Spn DPM-DC inh pilot screen %=0.0
Cc1ccc2cccc(S(=O)(=O)N3CCN(c4ccccc4F)CC3)c2n1	25%	14	i	17%	18%	8	12%	1%	-2%
C=Cc1cccc(NC(=O)COc2ccccc2)c1	-2%	11	i	-2%	-2%	7	6%	-7%	9%
CC(NC(=O)NC12CC3CC(CC(C3)C1)C2)C1CCCO1 (stereo unspecified)	-12%	6	i	-3%	-34%	1	2%	4%	7%	PMK inhibit pilot replicates=4.0;Spn MK inh pilot replicates=0.0;Spn DPM-DC inh pilot screen %=1.5
Cc1nc2ccc(S(=O)(=O)NC(CC(C)C)C(=O)O)cc2s1 (stereo unspecified)	-1%	5	i	-23%	-9%	16	13%	-1%	23%
CCN(CCNC(=O)c1cc(C)nn1-c1ccccc1)c1ccccc1	-8%	10	i	3%	-12%	0	5%	3%	4%
Brc1cccc(-c2nnc(SCc3nc4ccccc4[nH]3)o2)c1	-12%	6	i	-3%	-26%	7	2%	0%	1%
CCOC(=O)C1C(=O)C=C(c2ccc(OC)cc2)CC1c1ccco1 (stereo unspecified)	-12%	6	i	-12%	-10%	5	-1%	-6%	-8%
COC(=O)c1c(C(=O)OC)n(CCCN)c2ccc(C)cc12	7%	5	.	6%	-6%	0	13%	1%	6%	PMK inhibit pilot replicates=2.5;Spn MK inh pilot replicates=0.5
CCCn1c2ccccc2c2nc3ccccc3nc21	4%	0	i	7%	9%	0	19%	-6%	7%
CCCCC(c1nnnn1CC1CCCO1)N1CCN(c2cccc(C)c2C)CC1 (stereo unspecified)	0%	12	i	10%	-4%	15	11%	0%	10%
Cc1ccc2nsnc2c1S(=O)(=O)N1CCN(Cc2ccc3c(c2)OCO3)CC1	17%	8	i	9%	-6%	12	16%	5%	4%	PMK inhibit pilot replicates=5.0;Spn MK inh pilot replicates=2.5;Spn DPM-DC inh pilot screen %=3.0

Not a retest: four of the compounds above.
SMILES	KRASV12 cytotoxicity	Spn MK inh	Spn DPM-DC inh	LYP phosphatase	HPDE-C7 viability	PMK inhibit	TNAP inhibition	Bfl-1 displacement	HT1080 cytotoxicity	others
COC(=O)c1c(C(=O)OC)n(CCCN)c2ccc(C)cc12	7%	5	.	6%	-6%	0	13%	1%	6%	PMK inhibit pilot replicates=2.5;Spn MK inh pilot replicates=0.5
CCCn1c2ccccc2c2nc3ccccc3nc21	4%	0	i	7%	9%	0	19%	-6%	7%
CCCCC(c1nnnn1CC1CCCO1)N1CCN(c2cccc(C)c2C)CC1 (stereo unspecified)	0%	12	i	10%	-4%	15	11%	0%	10%
Cc1ccc2nsnc2c1S(=O)(=O)N1CCN(Cc2ccc3c(c2)OCO3)CC1	17%	8	i	9%	-6%	12	16%	5%	4%	PMK inhibit pilot replicates=5.0;Spn MK inh pilot replicates=2.5;Spn DPM-DC inh pilot screen %=3.0

The list continues:
SMILES	KRASV12 cytotoxicity	Spn MK inh	Spn DPM-DC inh	LYP phosphatase	HPDE-C7 viability	PMK inhibit	TNAP inhibition	Bfl-1 displacement	HT1080 cytotoxicity	others
COC(=O)C1(C)Nc2ccccc2C(=O)N1c1ccccc1OC (stereo unspecified)	-5%	5	.	5%	-6%	25	11%	4%	-1%
COc1ccc(COC(=O)c2nc3nc(C)cc(C)n3n2)cc1F	11%	0	i	0%	-4%	18	3%	0%	-2%
CCN(C(=O)COc1cc(=O)n(CC)c2ccccc12)c1cc(Cl)ccc1OC	11%	0	i	.	7%	0	5%	0%	9%
Cc1ccc(-n2cnnn2)c(S(=O)(=O)N2CCOCC2)c1	-18%	3	i	7%	-14%	1	7%	0%	-4%
Cc1cc(NC(=O)C2CCC2)n(-c2ccccn2)n1	-7%	1	i	13%	-7%	13	16%	-5%	4%
Cc1ccc(SCC(=O)NCC(C)C)cc1	12%	7	i	4%	0%	9	7%	4%	-1%
CC(=O)N1CCCc2cc(S(=O)(=O)CCC(=O)N3CCN(c4cccc(C)c4)C(C)C3)ccc21 (stereo unspecified)	2%	6	i	-6%	-14%	4	5%	1%	1%
O=C(CN1CCOc2ccccc21)N1CCCC1	6%	6	i	.	4%	2	9%	0%	-5%
C=CCOC(=O)Nc1ccc(Cl)cc1NC(=O)OCC=C	-7%	7	i	.	-1%	10	14%	0%	11%
CCOc1cccc(C2C(C(=O)c3ccc(C)o3)=C(O)C(=O)N2c2nccs2)c1 (stereo unspecified)	33%	11	i	4%	26%	11	10%	160%	30%
O=C(Cc1ccc(-c2ccccc2)cc1)N1CCOCC1	-4%	0	i	5%	-4%	4	5%	-12%	.
O=C(OCCN(CCOC(=O)c1ccncc1)S(=O)(=O)c1cccs1)c1ccncc1	2%	6	i	.	5%	0	12%	2%	0%	PMK inhibit pilot replicates=0.0;Spn MK inh pilot replicates=0.0;Spn DPM-DC inh pilot screen %=0.0

Gathered by group, the entries above containing an aryl thioether with sulfur outside any ring
SMILES	KRASV12 cytotoxicity	Spn MK inh	Spn DPM-DC inh	LYP phosphatase	HPDE-C7 viability	PMK inhibit	TNAP inhibition	Bfl-1 displacement	HT1080 cytotoxicity	others
Brc1cccc(-c2nnc(SCc3nc4ccccc4[nH]3)o2)c1	-12%	6	i	-3%	-26%	7	2%	0%	1%
Cc1ccc(SCC(=O)NCC(C)C)cc1	12%	7	i	4%	0%	9	7%	4%	-1%

(list continues)
SMILES	KRASV12 cytotoxicity	Spn MK inh	Spn DPM-DC inh	LYP phosphatase	HPDE-C7 viability	PMK inhibit	TNAP inhibition	Bfl-1 displacement	HT1080 cytotoxicity	others
O=C(Nc1nc2c(s1)CCCC2)c1cc2n(n1)C(C(F)(F)F)CC(C1CC1)N2 (stereo unspecified)	52%*	15	i	.	46%	3	-4%	4%	1%
Nc1cc(OC(=O)c2ccccc2Br)nn1S(=O)(=O)c1ccccc1	10%	18	i	.	5%	3	14%	7%	-2%
Clc1cccc(-c2nc(-c3ccccn3)no2)c1	-11%	5	i	-10%	-31%	8	14%	-5%	-2%
COc1ccc(-n2ncc3c(N4CCc5ccccc54)ncnc32)cc1	7%	6	.	12%	7%	5	9%	-5%	-3%
Cc1nnc(N(Cc2ccco2)C(=O)c2ccno2)s1	-12%	8	i	.	-10%	14	5%	0%	0%
Clc1ccc(-c2nnc3ccccn23)cc1	2%	16	i	-2%	-11%	8	0%	1%	-5%
Cc1ccc(OCC(O)Cn2c(N3CCOCC3)nc3c2c(=O)[nH]c(=O)n3C)cc1 (stereo unspecified)	1%	10	i	2%	-22%	7	9%	1%	-1%
Cc1sc2ncnc(Sc3nnnn3-c3ccc(Cl)cc3)c2c1C	5.2µM*	7	i	10%	4.6µM*	4	-2%	1%	5%
NC(=O)C1CCC(NC(=O)OCc2ccccc2)CC1 (stereo unspecified)	.	7	i	18%	.	15	6%	-4%	4%
O=C(OCC(=O)N1CCOCC1)C(c1ccccc1)c1ccccc1	-10%	0	i	-1%	-24%	15	11%	0%	-8%
O=C(c1c(Cl)nc2sccn12)N(C(=O)c1c(Cl)nc2sccn12)c1ccc(Cl)cn1	16%	6	i	.	-20%	0	19%	6%	-1%	PMK inhibit pilot replicates=7.5;Spn MK inh pilot replicates=1.5;Spn DPM-DC inh pilot screen %=7.5
Cn1nc(-c2ccc(N3CCCCC3)c(NC(=O)c3ccco3)c2)c2ccccc2c1=O	58%*	0	i	8%	65%*	0	10%	1%	-7%	PMK inhibit pilot replicates=3.0;Spn MK inh pilot replicates=5.0;Spn DPM-DC inh pilot screen %=6.0
COc1ccc(N=C2SC(CC(=O)Nc3ccc(OC)cc3OC)C(=O)N2C)cc1 (stereo unspecified)	-11%	10	i	-3%	-2%	4	4%	-8%	3%
COC(=O)COc1ccc(S(=O)(=O)Nc2ccc3c(c2)OCO3)cc1Cl	.	7	i	-1%	.	0	7%	-4%	1%
COC(=O)CSc1nnc(CNC(=O)c2cc(OC)c(OC)c(OC)c2)n1C	-1%	0	i	17%	3%	16	8%	-8%	-2%
Cc1ccccc1CS(=O)(=O)CCC(=O)NCc1ccccn1	3%	6	i	-9%	-9%	13	9%	7%	6%
Clc1ccccc1-c1nn2c(-c3ccncc3)nnc2s1	-12%	4	i	11%	-12%	10	14%	3%	4%
COc1cc(-c2nnc(-c3ccco3)o2)ccc1OCc1ccccc1	-2%	11	.	9%	-12%	10	15%	0%	1%
O=C(Nc1ccccc1)c1ccc(F)c(S(=O)(=O)N2CCOCC2)c1	3%	0	i	9%	-6%	13	9%	-9%	-6%
O=c1ccnc(NCCc2ccccc2)[nH]1	-2%	4	i	10%	5%	2	10%	-8%	-3%
Cc1cc(C)c(NC(=O)CSc2nnc(-c3ccncc3)n2Cc2ccco2)c(Cl)c1	.	4	i	9%	.	0	11%	-6%	-1%
Cc1ccc(S(=O)(=O)Cn2nnnc2C(C(C)C)N2CCN(C(=O)c3ccco3)CC2)cc1 (stereo unspecified)	-9%	10	i	0%	2%	9	14%	-1%	-13%	PMK inhibit pilot replicates=1.5;Spn MK inh pilot replicates=0.0;Spn DPM-DC inh pilot screen %=2.0
